# S1P4 antagonist: human S1P4 receptor antagonism; O95977; S1P4-expressing cells, antagonist mode, reporter read-out; inhibition, % at 4.98 µM; 220,000 tested, 0.26% active; AID 1510; in the data active means inhibition above about 29%;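 further: 0% = wells stimulated with agonist and 100% = vehicle wells without agonist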
# Target sequence (O95977 whole entry, looked up): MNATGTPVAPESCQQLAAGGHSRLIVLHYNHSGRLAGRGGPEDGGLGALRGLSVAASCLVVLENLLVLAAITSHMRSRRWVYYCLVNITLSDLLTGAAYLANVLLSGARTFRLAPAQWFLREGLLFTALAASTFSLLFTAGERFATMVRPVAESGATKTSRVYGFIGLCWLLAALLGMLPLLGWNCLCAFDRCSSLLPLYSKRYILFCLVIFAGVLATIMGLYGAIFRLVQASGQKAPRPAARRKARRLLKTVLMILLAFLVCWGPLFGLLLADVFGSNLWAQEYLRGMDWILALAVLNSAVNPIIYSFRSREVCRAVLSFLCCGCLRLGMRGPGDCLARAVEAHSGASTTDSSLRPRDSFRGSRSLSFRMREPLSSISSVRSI
# S1P4 agonist: agonists of human S1P4 receptor; O95977; S1P4-expressing cell line, agonist reporter assay; activation, % at 4.98 µM; 220,000 tested, 0.35% active; in the data active means activation above about 11%;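 further: 0% = DMSO vehicle and 100% = reference agonist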
# NPY-Y2 PAM-ag: human NPY-Y2 potentiation or agonism, primary screen | AID 1359 | cells expressing NPY-Y2, potentiator/agonist read-out | activation, % at 3.6 µM | P49146 | 220,000 tested, 0.45% active; in the data active means activation above about 27%;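 further: cells stimulated with NPY near EC25 plus isoproterenol at EC100; 0% = vehicle plus submaximal agonist and 100% = vehicle plus saturating agonist; some results beyond the cut were filed as inactive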
# RBBP9 inhibitor: human RBBP9 hydrolase inhibition; O75884; recombinant RBBP9, FP-Rh probe fluorescence polarization; inhibition, % at 7.94 µM; 220,000 tested, 0.2% active; AID 1515;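 active means inhibition above the campaign mean of all tested compounds plus 3 SD, cut at about 14% in these data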;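 further: plate controls were DMSO wells with RBBP9 for no effect and wells lacking RBBP9 protein for full effect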
# Target sequence (O75884 whole entry, looked up): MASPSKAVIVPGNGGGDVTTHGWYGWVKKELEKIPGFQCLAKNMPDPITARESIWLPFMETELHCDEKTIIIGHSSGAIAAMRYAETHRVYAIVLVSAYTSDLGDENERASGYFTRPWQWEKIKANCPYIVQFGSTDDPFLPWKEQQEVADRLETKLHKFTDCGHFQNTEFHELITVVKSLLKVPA
#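 system = RBBP9 protein | input = RBBP9 at 2.5 µM in dispensed solution, before mixing | measured by = fluorescence polarization (mP), excitation 525 nm, emission 598 nm | incubation = enzyme-compound preincubation 30 min, then probe labeling 45 min, 25 °C | buffer or medium = Tris-NaCl-Pluronic buffer, pH 8.0 | compound = single dose 7.94 µM | also added = FP-Rh probe, 375 nM dispensing solution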
# Runt-CBFb FRET: inhibitors of human RUNX1 Runt domain binding to CBFb; Q01196+Q13951; Cerulean-Runt/Venus-CBFb FRET ratio 530/480, 1 h; inhibition, % at 20 µM; 220,000 tested, 0.46% active; AID 1496;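 active means inhibition over about 50% at 20 µM in the single-dose screen, limit read from the data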;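 further: 0% = DMSO wells and 100% = excess unlabeled CBFb competitor control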
#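 test system = Cerulean-tagged RUNX1 Runt domain (FRET donor) fusion protein | reagent = Venus-CBFb binding partner, 100 nM | incubation = protein complex preformed 1 h, compound exposure 1 h, room temperature, dark | detection = FRET fluorescence | read-out basis = loss of energy transfer signal | controls = 5 µM unlabeled CBFb as full-inhibition high control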
# Ba/F3 V617F tox: loss of viability in JAK2V617F-driven Ba/F3 cells; AID 1446; inhibition, % at 5.6 µM; 220,000 tested, 1.1% active; Ba/F3 EpoR-JAK2V617F viability, ATP luminescence;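 active means inhibition above the campaign mean plus 3 SD over all tested compounds, cut at about 24% in these data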;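 further: cytokine-independent growth of Ba/F3 cells driven by EpoR plus mutant JAK2; 0% = DMSO-treated cells and 100% = JAK inhibitor I control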
# NPY Y1 blocker: antagonists of human neuropeptide Y receptor Y1. P25929. HEK293-CNG Y1 cells, membrane potential fluorescence; NPY at EC95, then isoproterenol. inhibition, % at 3.6 µM. 200,000 tested, 1% active. AID 1040;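 active means inhibition above the campaign mean inhibition of all tested compounds plus 3 SD, cut at about 20% in these data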;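 further: 0% = DMSO wells given NPY plus isoproterenol and 100% = isoproterenol alone without NPY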
# Target sequence (P25929 whole entry, looked up): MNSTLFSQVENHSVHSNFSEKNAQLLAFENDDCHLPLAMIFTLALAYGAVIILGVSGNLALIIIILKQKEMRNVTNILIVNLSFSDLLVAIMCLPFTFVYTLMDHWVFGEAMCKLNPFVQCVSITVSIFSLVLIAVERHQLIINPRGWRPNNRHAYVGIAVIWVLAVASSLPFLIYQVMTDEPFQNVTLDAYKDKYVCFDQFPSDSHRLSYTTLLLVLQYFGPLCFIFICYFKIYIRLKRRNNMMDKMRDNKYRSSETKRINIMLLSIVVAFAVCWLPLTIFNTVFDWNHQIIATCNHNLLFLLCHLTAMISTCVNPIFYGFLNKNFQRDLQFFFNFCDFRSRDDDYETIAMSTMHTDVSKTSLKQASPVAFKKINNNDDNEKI
#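 Material: HEK293 cells co-expressing NPY Y1 receptor and cyclic-nucleotide gated channel. Timing: compound incubation 1 h at room temperature, readout 45 min post-stimulation. Signal: fluorescence, membrane potential probe.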
# NPY1 pot ag: potentiates or activates human NPY-Y1 receptor; P25929; NPY-Y1 expressing cells, potentiator/agonist activation; activation, % at 3.6 µM; 220,000 tested, 0.37% active; in the data active means activation above about 33%, passing the limit was not always enough;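 further: cells stimulated with NPY at EC10 then isoproterenol at EC100; 0% = low agonist plus stimulus and 100% = saturating agonist plus stimulus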
# BaF3 parental: parental Ba/F3 viability inhibition as JAK2V617F counter-screen | CellTiter-Glo ATP luminescence | inhibition, % at 5.6 µM | 220,000 tested, 1.1% active | AID 1486;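 active means inhibition above a per-campaign cutoff, the mean inhibition of all tested compounds plus 3 SD, cut at about 27% in these data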;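 further: 0% = DMSO wells and 100% = JAK Inhibitor I control wells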
# Active calls of the source: *; nt = not tested or not shown.
1: CCCn1c(SCC(=O)Nc2nc(C)c(C(=O)OC)s2)nnc1C(C)C
2: COC(=O)c1cc(OC)c(OC)cc1NC(=S)N1CCN(C)CC1
3: O=C(NCc1ccncc1)Nc1ccc(Cl)cc1Cl
4: COc1ccc(NC(=O)CSc2nnc(-c3ccccn3)n2Cc2ccco2)cc1OC
5: O=C(Nc1ccccn1)C(F)(F)C(F)(F)C(F)(F)C(F)(F)C(=O)Nc1ccccn1
6: CCOc1ccc(-c2cc(C)n3nc(C(N)=O)cc3n2)cc1
7: CCOc1ccccc1-n1c(SCC(=O)N2CCCC2)nnc1-c1ccoc1C
8: O=C(CN1CCN(c2ccccc2O)CC1)NCCCc1ccccc1
9: CC1CCC2(CC1)NC(=O)N(CC(=O)Nc1ccc3c(c1)CCC3)C2=O (centres undefined)
10: CNCc1sccc1C

assay / compound	1	2	3	4	5	6	7	8	9	10
S1P4 antagonist	-21	-7	-5	-6	-15	-2	-10	-9	-16	2
S1P4 agonist	1.3	1.9	0.8	-0.5	0.2	-2.7	1.4	-0.2	1.4	-0.8
NPY-Y2 PAM-ag	-9	-7	-15	11	-2	3	-27	-16	-10	-14
RBBP9 inhibitor	-6	0	-9	-7	1	-10	3	7	4	3
Runt-CBFb FRET	-1	1	nt	3	1	-1	-2	-2	-1	0
Ba/F3 V617F tox	0	1	4	1	-1	-2	-3	0	2	-3
NPY Y1 blocker	0	6	-1	10	9	1	10	10	nt	-1
NPY1 pot ag	2	-6	-10	-4	11	-1	-7	-15	21	1
BaF3 parental	4	0	-1	1	5	0	1	5	-2	3

11: O=C(c1ccccc1)N1N=C(c2ccccc2)CC1c1ccccc1[N+](=O)[O-] (centres undefined)
12: Cc1ccc(OCCCCNC2CCCC(C)C2C)c(C)c1 (centres undefined)
13: O=c1c2ccccc2[nH]c(=S)n1CCN1CCCC1
14: COC(=O)CN1C(=S)N(c2ccc(OC)cc2)C(=O)/C1=C/c1ccc(N2CCOCC2)cc1
15: CCCSc1nc(NCc2ccco2)c2c3c(sc2n1)COC(C)(CC)C3 (centres undefined)
16: Cc1cccc(NC(=O)c2cc3c(s2)-c2c(C)cccc2OC3)n1
17: O=C(COc1ccccc1)Nc1ccc(Cl)c(-c2nc3ncccc3o2)c1
18: O=C(CSCc1nc2ccccc2[nH]1)Nc1ccc2ccccc2c1
19: O=C(CN1CCC(C(=O)c2ccc(F)cc2)CC1)Nc1ccc(F)cc1
20: Clc1ccc(-c2nnc(CNC3CC3)o2)cc1

assay / compound	11	12	13	14	15	16	17	18	19	20
S1P4 antagonist	-12	27	-12	8	-11	11	-7	-7	-2	-11
S1P4 agonist	-0.2	-0.8	0.3	-2.0	0.4	1.0	0.6	-2.4	0.2	-0.5
NPY-Y2 PAM-ag	0	-8	3	13	-9	-3	-5	2	5	-6
RBBP9 inhibitor	-1	10	-1	-3	-9	-3	-7	-8	-3	0
Runt-CBFb FRET	9	0	2	-18	-2	-18	-2	0	-4	0
Ba/F3 V617F tox	-1	1	-2	0	-4	-1	-2	-4	-1	1
NPY Y1 blocker	-3	6	4	-12	30*	nt	4	0	-5	3
NPY1 pot ag	-10	0	16	24	-34	-9	14	-5	-16	-9
BaF3 parental	5	2	1	8	3	2	8	0	3	6

# 4 compounds picked at random from those above:
19: O=C(CN1CCC(C(=O)c2ccc(F)cc2)CC1)Nc1ccc(F)cc1
15: CCCSc1nc(NCc2ccco2)c2c3c(sc2n1)COC(C)(CC)C3 (centres undefined)
17: O=C(COc1ccccc1)Nc1ccc(Cl)c(-c2nc3ncccc3o2)c1
12: Cc1ccc(OCCCCNC2CCCC(C)C2C)c(C)c1 (centres undefined)

assay / compound	19	15	17	12
S1P4 antagonist	-2	-11	-7	27
S1P4 agonist	0.2	0.4	0.6	-0.8
NPY-Y2 PAM-ag	5	-9	-5	-8
RBBP9 inhibitor	-3	-9	-7	10
Runt-CBFb FRET	-4	-2	-2	0
Ba/F3 V617F tox	-1	-4	-2	1
NPY Y1 blocker	-5	30*	4	6
NPY1 pot ag	-16	-34	14	0
BaF3 parental	3	3	8	2

# (list continues)
21: Cc1ccc(C)n1NC(=O)c1cccs1
22: Cc1ccccc1NS(=O)(=O)c1ccc(NC(=O)c2ccco2)cc1
23: N#Cc1c(SCC(=O)O)nc(N2CCOCC2)c2c1CCCC2
24: COCCn1c(SCC(=O)N2CC(=O)Nc3ccccc32)nnc1-c1ccoc1C
25: CCOC(=O)c1c(NC(=O)CCN2CCOCC2)sc(C)c1-c1ccccc1
26: COc1cccc(CN2CCSCC2)c1
27: CCCCNC(=O)CCn1c(=O)c2ccccc2n(CC(=O)N2CC(C)CC(C)C2)c1=O (centres undefined)
28: O=C(Nc1ccc2c(c1)C(=O)N(c1ccccc1)C2=O)C1CCCO1 (centres undefined)
29: Cc1ccc(-c2nc(NCc3ccco3)n(C(=O)c3ccco3)n2)cc1
30: CCOC(=O)c1cc(C(=O)c2cccs2)n2ccc(C(C)=O)cc12

assay / compound	21	22	23	24	25	26	27	28	29	30
S1P4 antagonist	-3	-5	4	-1	-1	-15	2	-5	-3	-11
S1P4 agonist	1.0	-0.1	-0.7	-3.9	-0.8	-1.4	3.0	-4.0	0.2	0.6
NPY-Y2 PAM-ag	17	-10	8	12	-25	11	5	12	7	-5
RBBP9 inhibitor	-11	-6	-1	-8	-2	0	0	-8	2	9
Runt-CBFb FRET	0	0	2	-4	-1	0	-1	-2	-15	2
Ba/F3 V617F tox	-1	2	-4	-3	7	-4	-4	1	-1	-3
NPY Y1 blocker	7	-7	nt	-3	6	2	3	-7	6	-2
NPY1 pot ag	17	-3	1	11	-19	-17	13	-22	-7	5
BaF3 parental	3	6	-2	2	5	6	-5	3	4	2

# From no. 21 up to 22, as listed above:
21: Cc1ccc(C)n1NC(=O)c1cccs1
22: Cc1ccccc1NS(=O)(=O)c1ccc(NC(=O)c2ccco2)cc1

assay / compound	21	22
S1P4 antagonist	-3	-5
S1P4 agonist	1.0	-0.1
NPY-Y2 PAM-ag	17	-10
RBBP9 inhibitor	-11	-6
Runt-CBFb FRET	0	0
Ba/F3 V617F tox	-1	2
NPY Y1 blocker	7	-7
NPY1 pot ag	17	-3
BaF3 parental	3	6

# The results go on:
31: COc1ccc(OC)c(S(=O)(=O)N2CCC(C(=O)Nc3cccc(C(F)(F)F)c3)CC2)c1
32: COc1ccc(S(N)(=O)=O)cc1C(=O)NCCCN1CCN(c2ccc(C)cc2)CC1
33: CC(C)C(=O)Nc1cccc(C(=O)OCC(=O)c2ccc(Cl)cc2Cl)c1
34: CSc1ncccc1C(=O)NC(C)C1CC2CCC1C2 (centres undefined)
35: O=C(c1ccc(C(F)(F)F)cc1)C1CCCN(C(=O)CCN2CCCO2)C1 (centres undefined)
36: C1CN(c2nc3nonc3n3nnnc23)CCO1
37: Cc1ccc(NC(=O)CSc2nn(-c3ccc(Cl)cc3)c(=S)s2)cc1S(=O)(=O)N(C)C
38: CCOC(=O)c1sc2nc(CC(=O)OC)nc(N3CCN(c4ccc(OC)cc4)CC3)c2c1C
39: O=C(O/N=C\c1ccc(N2CCCCC2)c([N+](=O)[O-])c1)c1ccc(Cl)cc1Cl
40: ON1C2CCCCC2N(O)C1c1c(F)c(F)c(F)c(F)c1F (centres undefined)

assay / compound	31	32	33	34	35	36	37	38	39	40
S1P4 antagonist	-5	-17	-9	-2	-5	-9	-17	-2	11	-8
S1P4 agonist	1.2	0.1	-0.9	0.5	-0.1	-3.3	-0.8	0.1	-0.2	-0.3
NPY-Y2 PAM-ag	5	-20	0	-15	-9	-4	12	-11	5	9
RBBP9 inhibitor	-12	3	-5	4	-11	-6	-18	3	-2	4
Runt-CBFb FRET	-1	-3	0	0	0	0	3	-5	nt	0
Ba/F3 V617F tox	-1	2	-4	2	-1	4	-3	0	-4	-2
NPY Y1 blocker	-3	-4	-6	5	2	1	5	4	2	10
NPY1 pot ag	1	25	-21	0	6	-6	14	-14	-10	8
BaF3 parental	2	6	1	10	7	0	1	6	2	-5

41: CC1CN(C(=O)N2CCCCC2)CCN1C(=O)N1CCCCC1 (centres undefined)
42: CCOC(=O)C1(CC2CC2)CCN(S(=O)(=O)C[C@]23CC[C@H](CC2=O)C3(C)C)CC1
43: O=c1cccccc1NCc1ccccc1
44: Cn1c(SCC(=O)Nc2ccccc2)nc2c([nH]c3ccccc32)c1=O
45: O=C(O)C1(S(=O)(=O)CCC(F)=C(F)F)CC1
46: CC1CCC(C(=O)NC(C(=O)N2CCC(N3CCCCC3)CC2)C(C)C)CC1 (centres undefined)
47: CC(=O)c1ccc(N2CCN(C(=S)NCCCN(C)C)CC2)cc1
48: CC(C)OCCCNC(=S)NNC(=O)c1ccc(Cl)c(Cl)c1
49: CC(C)N1CCC(N2CCN(C3CCCCCC3)CC2CCO)CC1 (centres undefined)
50: Cc1ccc(S(=O)(=O)N2CCOCC2)cc1NC(=O)COC(=O)c1ccc2c(c1)OCO2

assay / compound	41	42	43	44	45	46	47	48	49	50
S1P4 antagonist	-4	-15	-19	-5	-7	-15	-4	16	-8	5
S1P4 agonist	1.7	2.4	1.8	1.5	0.9	0.7	-0.3	-0.9	1.8	0.0
NPY-Y2 PAM-ag	-2	1	7	0	4	-2	4	-7	-8	5
RBBP9 inhibitor	-5	-1	3	-9	4	-5	-3	2	-6	2
Runt-CBFb FRET	-3	-1	10	2	-1	-1	1	1	0	-2
Ba/F3 V617F tox	-1	2	-3	0	1	3	3	0	0	2
NPY Y1 blocker	2	1	2	11	2	11	7	2	-2	2
NPY1 pot ag	5	-14	19	9	6	4	19	-33	-3	-3
BaF3 parental	2	5	2	6	4	0	8	4	-1	6

51: Nn1c(SCC(=O)Nc2ccc(F)cc2F)nnc1C1CCCCC1
52: Cc1nc(N2CCN(C(c3ccccc3)c3ccccc3)CC2)[nH]c(=O)c1C
53: Cc1nnc(NC2=NCCCCC2)o1
54: COc1ccc(-n2nc3c(c2NC(=O)c2c(F)cccc2Cl)CS(=O)C3)cc1 (centres undefined)
55: Nc1nc(-c2ccco2)nn1C(=O)c1ccc([N+](=O)[O-])cc1
56: CN(C)CCCN(C(=O)CCc1ccccc1)c1nc2ccc(F)cc2s1
57: Cc1cccc(C)c1OCCCCc1c(C)n[nH]c1C
58: O=C(NNC(=O)c1cccnc1SCc1cccc([N+](=O)[O-])c1)c1ccc(F)cc1
59: CC(Oc1ccc2c(-c3ccccc3)cc(=O)oc2c1)C(=O)O (centres undefined)

assay / compound	51	52	53	54	55	56	57	58	59
S1P4 antagonist	-25	6	-9	6	6	5	-9	-10	-14
S1P4 agonist	7.6	0.2	0.9	1.6	-0.5	2.3	-1.8	0.2	-0.6
NPY-Y2 PAM-ag	1	6	-14	-1	7	11	-6	3	-10
RBBP9 inhibitor	-3	-1	0	-5	4	0	-8	-9	-8
Runt-CBFb FRET	-3	-2	0	1	-2	0	-2	1	1
Ba/F3 V617F tox	1	-3	-3	-3	0	-1	0	0	2
NPY Y1 blocker	1	0	-1	6	3	1	11	2	5
NPY1 pot ag	19	-16	20	2	1	4	-8	11	-8
BaF3 parental	2	3	0	1	4	3	4	7	0

# Screening data deposited in PubChem by several laboratories.

# An unsorted share of the library; 3.6% or so of the library scored in one or more.
